Screening results deposited in PubChem BioAssay by National Center for Advancing Translational Sciences (NCATS).
Chronic BCR inh: chronic active BCR signaling inhibition. Potency, µM (doses to about 46.1 µM), for the others: top-dose ratio change, negative = lower green/red ratio, actives largely listed as inhibitors. ABC-DLBCL IkBa-CBG/CBR reporter, luminescence ratio, 4 h. actives 0.05% (n = 340,000); active = well fitted inhibition curve with a large enough effect in the signal ratio, with a control signal flat, not every such curve was filed as active; inconclusive = small, poorly fitted or top-dose-only effect, or effect the other way, or a change in a side signal; the % refers to the signal ratio;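 note: plate controls were basal doxycycline-induced cells for no effect and cells given 10 µM MG132 for full effect; MG132 reads +100%, hits lower the ratio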
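Cell line TMD8 (human ABC DLBCL), stably expressing tet-inducible CBG68-IkBa fusion and CBR; IMDM/0.5% FBS; cpd up to 46 uM; dox induction, 4 h, 37C/5% CO2; dual luminescence; green/red ratio; MG132 control.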
* hit, by the source's call; ? = inconclusive. Potency is the fitted concentration of half-maximal effect. Only part of the results is shown. The share of hits here may be higher or lower than overall.

item	SMILES	Chronic BCR inh
1	O=C(CN1C(=O)COc2ccccc21)NCCc1ccc(Cl)cc1	18%
2	Cc1c(Cl)ccc2sc(N3CCN(C(=O)C4CC4)CC3)nc12	17%
3	COc1cccc(CN2C(=O)CN(C3CCCCC3)C(=O)C2c2ccc(OC(C)C)c(OC)c2)c1 (centres undefined)	-2%
4	Cc1cccc2sc(N(Cc3cccnc3)C(=O)c3ccco3)nc12	12%
5	Cc1nc2nc(SCc3ccc(F)cc3Cl)nn2c(C)c1Cc1ccccc1	?
6	CCOc1ccc(-c2nc(CSCC(=O)N3CCN(c4cccc(C(F)(F)F)c4)CC3)c(C)o2)cc1	?
7	CCCCC(=O)N1CCN(c2nc3c(C)c(C)ccc3s2)CC1	?
8	CC1CCCN(CCCNC(=O)c2ccc3c(c2)N(Cc2cccc(Cl)c2)C(=O)c2ccccc2S3(=O)=O)C1 (centres undefined)	?
9	CCCNC(=O)COCc1cc(-c2ccc(F)cc2)on1	?
10	COc1ccc(CCC(=O)NCc2ccc3c(c2)CCN3C(=O)c2ccccc2)cc1	-1%
11	O=C(c1ccccc1)c1ccc2nc(Nc3ccccc3Cl)c3nncn3c2c1	-9%
12	CCc1ccc(CNC(=O)CCN2C(=O)COc3ccccc32)cc1	-19%
13	CC(C)(C)c1ccc(C(=O)NNc2ncnc3c2cnn3-c2ccccc2)cc1	14%
14	CCOC(=O)c1c(S(=O)(=O)N2CCCC(C(=O)NCc3ccc(Cl)cc3)C2)c(C)n(C)c1C (centres undefined)	19%
15	Cc1nc2cc(C(=O)NCCC3=CCCCC3)ccc2n1-c1ccc(Br)cc1	?
16	CCCCN(C)S(=O)(=O)c1ccc(C(=O)Nc2sc3c(c2C(=O)OCC)CCN(C(C)C)C3)cc1	-1%
17	CCN(CC)c1ccc(C(=O)NCc2ccc3c(c2)CCN3C(=O)c2ccc(F)cc2)cc1	1%
18	Clc1ccc(CSc2nc(NCCc3ccccc3)c3ccccc3n2)cc1	5%
19	COc1ccc(NC(=O)c2oc3ccc(S(=O)(=O)N4CCCCC4)cc3c2C)cc1	11%
20	Cc1c(Cl)cccc1NC(=O)CSc1nc(=O)[nH]c2c1CCC2	-3%

Reformatted with values ahead of the structure: part of the list above.
item	Chronic BCR inh	Compound
1	18%	O=C(CN1C(=O)COc2ccccc21)NCCc1ccc(Cl)cc1
2	17%	Cc1c(Cl)ccc2sc(N3CCN(C(=O)C4CC4)CC3)nc12
3	-2%	COc1cccc(CN2C(=O)CN(C3CCCCC3)C(=O)C2c2ccc(OC(C)C)c(OC)c2)c1 (centres undefined)
4	12%	Cc1cccc2sc(N(Cc3cccnc3)C(=O)c3ccco3)nc12
5	?	Cc1nc2nc(SCc3ccc(F)cc3Cl)nn2c(C)c1Cc1ccccc1
6	?	CCOc1ccc(-c2nc(CSCC(=O)N3CCN(c4cccc(C(F)(F)F)c4)CC3)c(C)o2)cc1
7	?	CCCCC(=O)N1CCN(c2nc3c(C)c(C)ccc3s2)CC1
8	?	CC1CCCN(CCCNC(=O)c2ccc3c(c2)N(Cc2cccc(Cl)c2)C(=O)c2ccccc2S3(=O)=O)C1 (centres undefined)
9	?	CCCNC(=O)COCc1cc(-c2ccc(F)cc2)on1
10	-1%	COc1ccc(CCC(=O)NCc2ccc3c(c2)CCN3C(=O)c2ccccc2)cc1
11	-9%	O=C(c1ccccc1)c1ccc2nc(Nc3ccccc3Cl)c3nncn3c2c1
12	-19%	CCc1ccc(CNC(=O)CCN2C(=O)COc3ccccc32)cc1
13	14%	CC(C)(C)c1ccc(C(=O)NNc2ncnc3c2cnn3-c2ccccc2)cc1
14	19%	CCOC(=O)c1c(S(=O)(=O)N2CCCC(C(=O)NCc3ccc(Cl)cc3)C2)c(C)n(C)c1C (centres undefined)
15	?	Cc1nc2cc(C(=O)NCCC3=CCCCC3)ccc2n1-c1ccc(Br)cc1
16	-1%	CCCCN(C)S(=O)(=O)c1ccc(C(=O)Nc2sc3c(c2C(=O)OCC)CCN(C(C)C)C3)cc1
17	1%	CCN(CC)c1ccc(C(=O)NCc2ccc3c(c2)CCN3C(=O)c2ccc(F)cc2)cc1
18	5%	Clc1ccc(CSc2nc(NCCc3ccccc3)c3ccccc3n2)cc1

Next part.
item	SMILES	Chronic BCR inh
21	Cc1ccc(Cn2c(SCC(=O)NCc3ccccc3)nc3ccsc3c2=O)cc1	-1%
22	Cc1noc2ncnc(Nc3ccc(F)cc3)c12	-2%
23	COc1cccc2cc(-c3nc4sc(C(=O)Nc5ccc(F)cc5F)c(C)c4c(=O)[nH]3)c(=O)oc12	0%
24	COc1ccc(NC(=O)CSc2nnc(-c3ccncc3)n2-c2ccccc2)cc1	5%
25	CCN(CC)c1ccc(C(=O)NCc2ccc3c(c2)CCN3C(C)=O)cc1	-18%
26	CCCN(CCC)CCNC(=O)c1ccc2c(c1)NC(=O)C(CS(=O)(=O)Cc1cccc(Br)c1)N2 (centres undefined)	0%
27	Cc1cccc(C(c2sc3nc(-c4ccco4)nn3c2O)N2CCN(Cc3ccccc3)CC2)c1 (centres undefined)	1%
28	CN(C)c1ccc(CNC(=O)Cn2c(=O)oc3cc(S(=O)(=O)N4CCCCCC4)ccc32)cc1	3%
29	O=C(C1CCCCC1)N(Cc1cccnc1)c1nc2ccc(Cl)cc2s1	22%
30	O=C(Nc1ccc(N2CCC(N3CCCCC3)CC2)c(C(=O)O)c1)c1ccc(Br)cc1	-24%
31	CCOC(=O)N1CCc2c(sc(NCc3cccs3)c2C(=O)Nc2ccc(OC)cc2OC)C1	-11%
32	Cn1ncc2c(N3CCN(c4ccc(F)cc4)CC3)ncnc21	-22%
33	O=C(Nc1ccc(-c2nc3cc(NC(=O)c4ccc(Cl)cc4)ccc3o2)cc1)c1ccc(Cl)cc1	?
34	COc1cccc2sc(N(Cc3cccnc3)C(=O)c3ccc(S(=O)(=O)N(C)C)cc3)nc12	8%
35	COC(=O)c1ccc(CN(Cc2ccc(OC)c(OC)c2)S(=O)(=O)c2cc(C(=O)Nc3cccc(C)c3)ccc2F)cc1	12%
36	Cc1cc(C)cc(C(=O)N2CC(=O)Nc3ccc(Br)cc3C2c2ccccc2)c1 (centres undefined)	9%
37	COc1ccc(CCNC(=O)Cn2nnc(-c3ccc(Cl)cc3)n2)cc1OC	0%
38	Cc1ccc(NC(=O)c2cc(S(=O)(=O)NCCC3=CCCCC3)ccc2F)cc1C	20%
39	Cc1ccc(Cl)cc1N1C(=O)N(Cc2ccc(C#N)cc2)c2ccccc2S1(=O)=O	10%
40	Cc1ccc(C)c(CN2C(=O)c3ccccc3Sc3ccc(C(=O)NCc4cccs4)cc32)c1	-2%
41	CCOC(=O)c1cc(-c2ccccc2)n(CCC(=O)NCCc2ccccc2)c1C	9%
42	COc1ccc(-n2cc(-c3ccccc3)nc2SCC(=O)Nc2ccccc2C)cc1	?
43	COc1ccc(CCC(=O)NCc2ccc3c(c2)CCN3C(=O)c2cccc(C)c2)cc1	3%
44	Cc1nc2ccccc2n1CCc1nc2c3ccccc3nc(SCC(=O)Nc3cccc(C(F)(F)F)c3)n2n1	-3%
45	O=C(CCC1N=C2c3ccccc3N=C(SCc3cccc(F)c3)N2C1=O)NCCc1ccccc1 (centres undefined)	9%
46	CCOC(=O)c1cc(-c2ccccc2)n(CC(=O)Nc2ccc(OC)cc2OC)c1C	?
47	CCC1Oc2ccc(C)cc2N(CC(=O)NCCc2ccccc2)C1=O (centres undefined)	-4%
48	CN(C)c1cccc(C(=O)N2CCC(c3ccncc3)CC2)c1	12%
49	CCOC(=O)c1c(S(=O)(=O)N2CCC(C(=O)NCc3cccc(C)c3)CC2)c(C)n(C)c1C	-4%
50	CC(C)CCNC(=O)C(=O)Nc1c2c(nn1-c1ccccc1)CS(=O)(=O)C2	0%
51	CSCCC(NS(=O)(=O)c1ccc2c(c1)oc(=O)n2C)C(=O)N1CCN(c2ccc(C(C)=O)cc2)CC1 (centres undefined)	-10%
52	O=C(NCCc1ccc(Cl)cc1)c1ccc(CSCc2cccc(Cl)c2)o1	1%
53	COc1cccc(-n2c(=O)c3c(C)c(C(=O)N(C)C)sc3n(CC(=O)Nc3ccc(C)cc3Cl)c2=O)c1	-14%
54	COc1ccc(OCC2c3cc(OC)c(OC)cc3CCN2C(=O)c2ccc(F)cc2)cc1 (centres undefined)	-9%
55	COc1ccc(-n2c(SCC(=O)NCc3ccccc3)nc3n[nH]c(C)c3c2=N)cc1	-4%
56	O=c1c2c3c(sc2nnn1Cc1ccc(F)cc1)CCCC3	7%
57	COc1ccc(S(=O)(=O)N2CCC(c3ccncc3)CC2)cc1Cl	-9%
58	Cc1cccc(NS(=O)(=O)c2ccc3c(c2)C(C)(C)C(=O)N3C)c1	-16%
59	Cc1c(C(=O)N(C)C)sc2c1c(=O)n(-c1ccc(F)cc1)c(=O)n2Cc1ccccc1C#N	-4%
60	Cc1ccc(-n2ncc3c(NCCCN4CCOCC4)ncnc32)cc1	?

Pulled by structure from the entries so far, two records:
item	SMILES	Chronic BCR inh
50	CC(C)CCNC(=O)C(=O)Nc1c2c(nn1-c1ccccc1)CS(=O)(=O)C2	0%
46	CCOC(=O)c1cc(-c2ccccc2)n(CC(=O)Nc2ccc(OC)cc2OC)c1C	?

(further entries)
item	SMILES	Chronic BCR inh
61	Cc1ccc(CNC(=O)CSc2nc3ccsc3c(=O)n2-c2ccc(C(=O)O)cc2)cc1	6%
62	CC(=O)N(Cc1cccnc1)c1nc2cc(C)cc(C)c2s1	1%
63	COc1ccc(-n2c(/C=C/c3ccccc3F)nc3cc(OC)c(OC)cc3c2=O)cc1Cl	8%
64	Cc1ccc(NC(=O)c2ccc(F)c(S(=O)(=O)N3CCc4ccccc4C3)c2)cc1F	3%
65	O=C(CC(c1cccs1)N1Cc2ccccc2C1=O)Nc1ccc(F)c(F)c1 (centres undefined)	-15%
66	COc1cc(C(=O)NCc2ccc3c(c2)CCN3C(=O)c2ccncc2)cc(OC)c1OC	-10%
67	COc1ccc(C2=C(C(C)=O)Sc3nnc(-c4ccccc4)n3N2C(C)=O)cc1	10%
68	COc1ccc(NC(=O)C2(c3cccs3)CCOCC2)cc1Cl	?
69	Cc1ccccc1-n1cc(-c2ccccc2)nc1SCC(=O)Nc1ccc(F)cc1	-4%
70	CCOc1cccc2sc(N(Cc3cccnc3)C(=O)C3CCCCC3)nc12	?
71	O=C(Nc1ccccc1Cl)N1CCC(CN2CCCCC2)CC1	0%
72	Cc1cc(C)c2nc(N(Cc3cccnc3)C(=O)c3ccc(S(=O)(=O)N(C)C)cc3)sc2c1	0%
73	O=C(Cn1c(=O)oc2cc(S(=O)(=O)NCc3ccccc3)ccc21)NCc1ccccc1Cl	?
74	COc1cccc(NC(=O)Cc2ccc(NC(=O)N3CCCCc4ccccc43)cc2)c1	1%
75	Cc1ccc(C)c(N2CCN(S(=O)(=O)c3cc(C(=O)Nc4ccccc4C(F)(F)F)ccc3F)CC2)c1	4%
76	O=C(NCc1ccc2c(c1)CCN2C(=O)c1ccncc1)c1ccccc1Cl	-3%
77	COc1ccc(OC)c2sc(N3CCN(C(=O)c4ccco4)CC3)nc12	?
78	Cc1cccc(C(=O)N2CCc3cc(CNC(=O)c4cc5ccccc5[nH]4)ccc32)c1	14%
79	Cc1cn(C)c(CC(=O)N2CCN(c3cccc(Cl)c3)CC2)c1C(=O)O	?
80	CCc1cnc2c(c1SCC(=O)Nc1ccc(OC)c(OC)c1)c(=O)n(C)c(=O)n2C	-5%
81	CCn1c(SCC(=O)Nc2ccccc2C(=O)OC)nc2ccsc2c1=O	8%
82	Cc1ccc(C(=O)N2CCc3cc(CNC(=O)CCc4ccccc4)ccc32)cc1	?
83	COC(=O)c1ccc(NC(=O)c2c(NCc3ccc(C)o3)sc3c2CCCC3)cc1	?
84	Cc1c(C(=O)N(C)C)sc2c1c(=O)n(-c1ccc(Cl)c(Cl)c1)c(=O)n2CC(=O)Nc1cccc(C(F)(F)F)c1	2%
85	O=C(NCc1ccc2c(c1)CCN2C(=O)c1ccccc1)c1cc2ccccc2[nH]1	-2%
86	CS(=O)(=O)N(CC(=O)Nc1ccc(Br)cc1)c1ccccc1Br	17%
87	CCN(CC)C(=O)c1ccccc1NC(=O)c1cccc(S(=O)(=O)N2CCC(C)CC2)c1	?
88	CC(C)c1ccc(N2C(=O)N(Cc3cccc([N+](=O)[O-])c3)c3ccccc3S2(=O)=O)cc1	17%
89	CCCN(CCC)S(=O)(=O)c1ccc2c(c1)N(CC(=O)NC(C)c1ccccc1)C(=O)CS2 (centres undefined)	6%
90	CC(C)NC(=O)c1ccc2c(c1)N(Cc1cccc(Cl)c1)C(=O)c1ccccc1S2=O (centres undefined)	2%
91	O=C(CSc1nnc(-c2ccc(O)cc2)o1)c1ccc(Br)cc1	?
92	Cn1ccc2c(OCC(=O)NCc3ccccc3)cccc2c1=O	?
93	O=C(Cc1cccs1)NC1CC(=O)N(c2cccc(F)c2)C1 (centres undefined)	3%
94	COc1ccc(OC)c(NC(=O)CSc2nc(=O)n(CCN(C)C)c3c2CCC3)c1	?
95	COc1cn(CC(=O)Nc2cc(C)ccc2C)c(CN2CCCCC2)cc1=O	3%
96	Cc1cc(C)c(NC(=O)c2cc(S(=O)(=O)N3CCCC3)cn2C)c(C)c1	?
